USP1 inh = blocks the human USP1/UAF1 deubiquitinase complex | O94782 | recombinant USP1/UAF1, Ub-Rhodamine cleavage fluorescence | Potency, µM (doses to about 57.1 µM), without a hit: top-dose activity change, negative = inhibition, most hits filed as inhibitors | 390,000 compounds, 0.23% hits; also: potency is read from the fitted curve at half-maximal effect; % is scaled to controls: 0 for no effect and ±100 for the full control effect; nearly all actives have a fitted effect of over 60% in size; inactives centre near -12
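High-throughput fluorogenic screen: 1nM USP1/UAF1 complex, Ub-Rho substrate 150nM final, 50mM HEPES pH 7.8 with 0.5mM EDTA, 0.1 mg/ml BSA, 1mM TCEP and 0.01% Tween-20.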
mIDH1 inhibitor = human IDH1 R132H inhibition | Potency, µM (series often up to 76.6 µM), for inactives: top-dose activity change, negative = inhibition, usual class: inhibitors | 390,000 compounds, 0.093% hits | IDH1-R132H enzyme, NADPH consumption, diaphorase/resazurin fluorescence | O75874 | AID 602179; also: potency is read from the fitted curve at half-maximal effect; % is scaled to controls: 0 for no effect and ±100 for the full control effect; nearly all actives have a fitted effect of over 65% in size
Target sequence (O75874 whole entry R132H, stated change not applied): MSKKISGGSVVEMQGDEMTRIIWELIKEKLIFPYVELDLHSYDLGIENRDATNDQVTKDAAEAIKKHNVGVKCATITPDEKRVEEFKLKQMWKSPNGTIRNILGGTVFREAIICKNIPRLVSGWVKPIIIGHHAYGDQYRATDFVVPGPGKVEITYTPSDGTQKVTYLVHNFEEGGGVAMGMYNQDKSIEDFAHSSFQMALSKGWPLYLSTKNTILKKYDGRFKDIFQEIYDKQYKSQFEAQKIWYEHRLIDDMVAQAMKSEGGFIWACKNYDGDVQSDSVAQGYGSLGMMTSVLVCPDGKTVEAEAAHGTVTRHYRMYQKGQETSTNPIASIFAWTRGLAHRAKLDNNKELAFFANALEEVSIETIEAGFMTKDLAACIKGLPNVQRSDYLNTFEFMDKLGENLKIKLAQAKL
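IDH1-R132H (0.5 ug/mL) preincubated 30 min with compound, then NADPH (0.016 mM) and alpha-KG (2 mM) added; 80 min at RT, pH 7.5. Remaining NADPH coupled via diaphorase/resazurin to fluorescence (540/590 nm); concentration-response curves normalized to no-enzyme control.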
TrxR1 substrate = substrates of rat thioredoxin reductase 1 | purified TrxR1 substrate turnover, NADPH consumption readout | Potency, µM (highest dose often 114 µM), without a hit: top-dose activity change, negative = substrate turnover | 390,000 compounds, 0.01% hits; also: potency is read from the fitted curve at half-maximal effect; % is scaled to controls: 0 for no effect and ±100 for the full control effect; nearly all actives have a fitted effect of over 50% in size
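Rat TrxR1, dispensed at 90 nM, was prereduced with 400 uM NADPH (final) for 5 min at ~22 deg C, then incubated with compound 15 min before 400 uM selenite. A first-read NADPH fluorescence drop versus no-compound background flagged substrates.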
Vif-APOBEC3F blk = inhibitors of Vif-A3F interaction | HeLa A3F-eYFP + Vif (tagged APOBEC3F with the HIV-1 protein that degrades it), YFP fluorescence increase | Potency, µM (series often up to 46.1 µM), for the others: at the top dose activity, negative = active | 390,000 compounds, 0.2% hits | AID 602313; also: potency is read from the fitted curve at half-maximal effect; % of control where 0% means no effect; nearly all actives have a fitted effect of over 65% in size
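Fluorescence increase (Ex 488/Em 500-530) after overnight compound treatment at 37 deg C flags inhibition of Vif-driven A3F-eYFP loss in stable HeLa A3F-eYFP/Vif cells seeded overnight beforehand.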
RGS4 inhibitor = blocks human RGS4-accelerated GTP hydrolysis; P49798; Transcreener GDP fluorescence polarization, RGS4-accelerated GTP hydrolysis; Potency, µM (series often up to 114 µM), inactives show top-dose activity change, negative = inhibition, actives largely listed as inhibitors; 390,000 compounds, 0.039% hits; AID 504845; also: potency is read from the fitted curve at half-maximal effect; % is scaled to controls: 0 for no effect and ±100 for the full control effect; nearly all actives have a fitted effect of over 75% in size; some results filed as inactive show a strong effect at the top dose
Target sequence (P49798 whole entry, looked up): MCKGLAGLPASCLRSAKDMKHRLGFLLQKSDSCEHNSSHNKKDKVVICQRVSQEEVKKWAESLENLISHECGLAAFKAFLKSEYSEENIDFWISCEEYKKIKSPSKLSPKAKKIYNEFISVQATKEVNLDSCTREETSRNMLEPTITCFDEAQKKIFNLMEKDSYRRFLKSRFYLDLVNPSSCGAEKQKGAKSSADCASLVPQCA
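MLSMR compounds (23 nl, pin-transferred) preincubated 10 min at room temperature with a 500nM (2x) first reagent, then RGS4 at 900nM (2x) plus Transcreener GDP mix added; fluorescence polarization (620/688 nm) read before and after 90 min at 30 °C.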
Glioma ERSR ind = ER stress response induction in glioma; U87-MG GRP78 promoter luciferase reporter, 16 h; Potency, µM, without a hit: top-dose activation, actives largely listed as activators; 420,000 compounds, 0.02% hits; also: potency is read from the fitted curve at half-maximal effect; series mostly up to about 76 µM; % of control where 0% means no effect; nearly all actives have a fitted effect of over 35% in size
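Stably transfected U87-MG human glioma cells carrying a GRP78-based luminescent sensor were seeded at 1000 cells/well, pin-dosed with compounds and incubated 16 h. Luciferase reagent was then added, and end-point luminescence was read after 10 min at room temperature.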
TrxR1 inh = rat TrxR1 inhibition. O89049. 390,000 compounds, 1% hits. Potency, µM (highest dose often 114 µM), for inactives: at the top dose activity change, negative = inhibition, most hits filed as inhibitors. recombinant rTrxR1, NADPH fluorescence consumption, selenite substrate; also: potency is read from the fitted curve at half-maximal effect; % is scaled to controls: 0 for no effect and ±100 for the full control effect; nearly all actives have a fitted effect of over 65% in size
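Rat TrxR1 (90 nM in the dispensed reagent) was pre-reduced with 400 uM NADPH for 5 min at room temperature, then incubated with compound for 15 min. After 400 uM selenite was added, NADPH fluorescence (Ex 340/Em 450 nm) was followed for 8 min.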
Vif-A3G inh = blocks the Vif interaction with human APOBEC3G | Q9HC16 | HeLa A3G-eYFP + Vif (tagged APOBEC3G with the HIV-1 protein that degrades it), YFP fluorescence, overnight | Potency, µM (top dose mostly 46.1 µM), inactives show top-dose activity, negative = active, most hits filed as inhibitors | 410,000 compounds, 0.076% hits;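 also: potency is read from the fitted curve at half-maximal effect; % is scaled to controls: 0 for no effect and ±100 for the full control effect; nearly all actives have a fitted effect of over 60% in size; hits raise eYFP signal because A3G escapes Vif-driven loss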
Target sequence (Q9HC16 whole entry, looked up): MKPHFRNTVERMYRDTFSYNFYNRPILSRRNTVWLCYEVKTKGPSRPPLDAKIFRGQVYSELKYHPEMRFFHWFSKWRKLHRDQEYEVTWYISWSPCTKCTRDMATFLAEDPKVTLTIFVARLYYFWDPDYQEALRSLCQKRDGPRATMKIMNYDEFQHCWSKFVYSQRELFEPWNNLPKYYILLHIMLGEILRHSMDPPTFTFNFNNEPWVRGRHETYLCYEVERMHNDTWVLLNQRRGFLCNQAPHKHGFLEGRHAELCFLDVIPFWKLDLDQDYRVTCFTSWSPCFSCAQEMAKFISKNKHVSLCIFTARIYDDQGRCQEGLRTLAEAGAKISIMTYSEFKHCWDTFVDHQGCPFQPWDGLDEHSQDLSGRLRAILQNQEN
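HeLa cells stably expressing Vif and C-terminally eYFP-tagged A3G, seeded overnight at 37 deg C, then exposed to compound by pintool overnight at 37 deg C. Rise in yellow fluorescence (Ex 488/Em 500-530, Acumen) marks blocked Vif-driven A3G degradation.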
LDHA block = blocks human lactate dehydrogenase A. P00338. purified LDHA, NADH/diaphorase-resazurin fluorescence; stronger effect = lower value. activity change, % (values are at about 110 or 230 µM). 480,000 compounds, 0.15% hits. AID 1347041; in the data active = activity change below about -30%; inconclusive = mostly about -25% to -30%;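 also: plate controls were DMSO wells for no effect and wells without enzyme for full effect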
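Resorufin fluorescence (ex540/em590), read at 0 and 20 min after diaphorase/resazurin addition, reports the NADH left after a 5 min room-temperature reaction of 2 nM human LDH5 with 0.06 mM NADH and 0.2 mM pyruvate.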
* = called active by the depositor; & = joins results of further samples; [ ] = dose if it differs, or a comment. Unless noted, calls follow the shape of the dose curve; as a rule, active = well fitted curve in the direction sought with a large enough effect; inconclusive = small, poorly fitted or top-dose-only effect, or another doubt; inactive = no such curve, though single readings can be large; an effect the other way counts as inactive or inconclusive.

Fc1ccc(Cn2nnnc2CN2CCc3ccccc3C2)cc1 was read as USP1 inh -7%, mIDH1 inhibitor 8%, TrxR1 substrate -13%, Vif-APOBEC3F blk 0%, RGS4 inhibitor 10%[11.4 µM], Glioma ERSR ind -3%, TrxR1 inh 13%[57.1 µM], Vif-A3G inh -6% and LDHA block -2.
O=C(O)CCCCCNc1nc(-c2ccccc2)nc2ccccc12 was read as USP1 inh -25%, mIDH1 inhibitor 8%, TrxR1 substrate -1%, Vif-APOBEC3F blk 0%, RGS4 inhibitor -33%, Glioma ERSR ind -2%, TrxR1 inh 18%, Vif-A3G inh 1% and LDHA block -7.
Screening Cc1ccc(C(=O)Nc2cccnc2)cc1S(=O)(=O)N1CCCCC1 returned USP1 inh -12%, mIDH1 inhibitor 8%, TrxR1 substrate 1%[57.1 µM], Vif-APOBEC3F blk -15%, RGS4 inhibitor inconclusive, Glioma ERSR ind 8%, TrxR1 inh 11%[57.1 µM], Vif-A3G inh 0% and LDHA block -12.
Screening CN1/C(=C\C(=O)COC(=O)c2ccc(O)c(O)c2)C(C)(C)c2ccccc21 returned USP1 inh -24%, mIDH1 inhibitor 9%, TrxR1 substrate 0%, Vif-APOBEC3F blk inconclusive, RGS4 inhibitor -21%, Glioma ERSR ind -6%, TrxR1 inh -9%, Vif-A3G inh 3% and LDHA block 18.
Cn1c(=O)c(C(=O)NCc2ccc(Cl)cc2)c(O)c2ccccc21 was read as USP1 inh -14%, mIDH1 inhibitor 4%, TrxR1 substrate 12%, Vif-APOBEC3F blk 11%, RGS4 inhibitor -21%, Glioma ERSR ind -8%, TrxR1 inh 25%, Vif-A3G inh -2% and LDHA block -5.
For O=C(O)CCCC(=O)Nc1nc(-c2ccc(F)cc2)cs1 the results were USP1 inh -23%, mIDH1 inhibitor 7%, TrxR1 substrate 0%, Vif-APOBEC3F blk 2%, RGS4 inhibitor -29%, Glioma ERSR ind -6%, TrxR1 inh 6%, Vif-A3G inh 1% and LDHA block -10.
Screening O=C(Nc1ccccc1Cl)c1ccc2nsnc2c1 returned USP1 inh -20%, mIDH1 inhibitor 5%, TrxR1 substrate 5%[57.1 µM], Vif-APOBEC3F blk 1%, RGS4 inhibitor -11%, Glioma ERSR ind 5%, TrxR1 inh 10%[57.1 µM], Vif-A3G inh -3% and LDHA block 0.
Screening O=C(COC(=O)Cc1ccccc1F)Nc1ccc(F)cc1F returned USP1 inh -13%, mIDH1 inhibitor 3%, TrxR1 substrate -1%[57.1 µM], Vif-APOBEC3F blk -4%, RGS4 inhibitor -7%, Glioma ERSR ind 0%, TrxR1 inh 18%[57.1 µM], Vif-A3G inh 2% and LDHA block 4.
`O=C(NCCN1CCN(c2cccc(Cl)c2)CC1)C1COc2ccccc2C1` (stereo not drawn) gave USP1 inh -26%, TrxR1 substrate 2%[57.1 µM], RGS4 inhibitor 20%, TrxR1 inh 6%[57.1 µM] and LDHA block -4.
Screening O=C(CC(c1ccco1)C1CCCCC1=O)c1ccccc1 (stereo not drawn) returned USP1 inh -14%, mIDH1 inhibitor 6%, TrxR1 substrate 9%[57.1 µM], Vif-APOBEC3F blk -8%, RGS4 inhibitor -20%, Glioma ERSR ind -1%, TrxR1 inh -7%, Vif-A3G inh -3% and LDHA block -4.
CS(=O)(=O)N(CCc1ccccc1)CC(=O)Nc1ccc2c(c1)OCO2 was read as USP1 inh -5%, mIDH1 inhibitor 21%, TrxR1 substrate -8%, RGS4 inhibitor 2%, Glioma ERSR ind -2%, TrxR1 inh -12%, Vif-A3G inh 2% and LDHA block 4.
For CC(C)Cn1nc(NC(=O)c2cccs2)c2cc3ccccc3nc21 the results were USP1 inh 2%, mIDH1 inhibitor 2%, TrxR1 substrate 9%, Vif-APOBEC3F blk -5%, RGS4 inhibitor 3%, Glioma ERSR ind -3%, TrxR1 inh 13%, Vif-A3G inh 1% and LDHA block 1.
CC1CN(c2oc(-c3ccco3)nc2S(=O)(=O)c2ccccc2)CC(C)O1 (stereo not drawn) was read as USP1 inh -25%, mIDH1 inhibitor 0%, TrxR1 substrate 9%[57.1 µM], Vif-APOBEC3F blk -4%, RGS4 inhibitor 3%, Glioma ERSR ind -4%, TrxR1 inh -41%, Vif-A3G inh 2% and LDHA block -2.
For CCOC(=O)c1oc2ccc(S(=O)(=O)Nc3ccc4c(c3)n(C)c(=O)n4C)cc2c1C the results were USP1 inh -17%, mIDH1 inhibitor 5%, TrxR1 substrate 9%, Vif-APOBEC3F blk -18%, RGS4 inhibitor -6%, Glioma ERSR ind -3%, TrxR1 inh 23%, Vif-A3G inh -2% and LDHA block -1.
`Cn1c(C(=O)N2CCN(Cc3ccc4c(c3)OCO4)CC2)cc2sccc21` gave USP1 inh -5%, mIDH1 inhibitor 4%, TrxR1 substrate 6%[57.1 µM], Vif-APOBEC3F blk -19%, RGS4 inhibitor 18%, Glioma ERSR ind -4%, TrxR1 inh -20%, Vif-A3G inh 1% and LDHA block 2.
COc1ccc(CNC(=O)c2ccc3c(c2)N(Cc2ccccc2)C(=O)c2ccccc2S3(=O)=O)cc1 was read as USP1 inh inconclusive, TrxR1 substrate 5%, RGS4 inhibitor -6%, TrxR1 inh 24% and LDHA block -1.
Cn1c(OCc2cccnc2)nc2c1c(=O)n(Cc1ccc(Cl)cc1)c(=O)n2C was read as USP1 inh -7%, mIDH1 inhibitor -6%, TrxR1 substrate -4%, Vif-APOBEC3F blk -4%, RGS4 inhibitor 51%, Glioma ERSR ind 4%, TrxR1 inh 2%, Vif-A3G inh 1% and LDHA block 0&-10.
For CCOC(=O)[C@H]1[C@H]2COc3ccc(C)cc3[C@@H]2N2C(=O)CN(CC3CCCO3)C(=O)[C@@]12C (stereo partly drawn) the results were USP1 inh -15%, mIDH1 inhibitor 9%, TrxR1 substrate 3%, Vif-APOBEC3F blk 1%, RGS4 inhibitor -7%, Glioma ERSR ind -2%, TrxR1 inh 7%[57.1 µM], Vif-A3G inh 1% and LDHA block 1.
Screening O=C(NCC1CCCO1)c1onc(CSc2cccc(Cl)c2)c1C(=O)O (stereo not drawn) returned USP1 inh -6%, mIDH1 inhibitor 1%, TrxR1 substrate 1%, Vif-APOBEC3F blk -7%, RGS4 inhibitor -31%, Glioma ERSR ind -3%, TrxR1 inh 17%, Vif-A3G inh 1% and LDHA block -5.
Screening Cc1cccc(N2CCN(C(=O)Cn3c(-c4cccs4)cc4ccccc43)CC2)c1C returned USP1 inh -26%, mIDH1 inhibitor -11%, TrxR1 substrate 22%, Vif-APOBEC3F blk -2%, RGS4 inhibitor -1%, Glioma ERSR ind -4%, TrxR1 inh 34%, Vif-A3G inh 2% and LDHA block -8.
`COc1cc2c(cc1NC(=O)CN1C(=O)NC3(CCc4ccccc43)C1=O)oc1ccccc12` (stereo not drawn) gave USP1 inh -13%, mIDH1 inhibitor 10%, TrxR1 substrate 20%[57.1 µM], Vif-APOBEC3F blk 7%, RGS4 inhibitor -11%, Glioma ERSR ind -4%, TrxR1 inh 18%[57.1 µM], Vif-A3G inh -13% and LDHA block 0.
CCCOc1ccc(Cc2nn[nH]n2)cc1 was read as USP1 inh -6%, mIDH1 inhibitor -2%, TrxR1 substrate 3%, RGS4 inhibitor -7%, Glioma ERSR ind 0%, TrxR1 inh 2%, Vif-A3G inh 4% and LDHA block -17.
Cc1ccc2cn[nH]c2c1NC(=S)NC(=O)c1ccccc1 was read as USP1 inh -21%, mIDH1 inhibitor 2%, TrxR1 substrate 11%, Vif-APOBEC3F blk -6%, RGS4 inhibitor -47%, Glioma ERSR ind -1%, TrxR1 inh inconclusive, Vif-A3G inh -1% and LDHA block -9.

For convenience, three of the compounds above:
`COc1cc2c(cc1NC(=O)CN1C(=O)NC3(CCc4ccccc43)C1=O)oc1ccccc12` (stereo not drawn) gave USP1 inh -13%, mIDH1 inhibitor 10%, TrxR1 substrate 20%[57.1 µM], Vif-APOBEC3F blk 7%, RGS4 inhibitor -11%, Glioma ERSR ind -4%, TrxR1 inh 18%[57.1 µM], Vif-A3G inh -13% and LDHA block 0.
CCCOc1ccc(Cc2nn[nH]n2)cc1 was read as USP1 inh -6%, mIDH1 inhibitor -2%, TrxR1 substrate 3%, RGS4 inhibitor -7%, Glioma ERSR ind 0%, TrxR1 inh 2%, Vif-A3G inh 4% and LDHA block -17.
Cc1ccc2cn[nH]c2c1NC(=S)NC(=O)c1ccccc1 was read as USP1 inh -21%, mIDH1 inhibitor 2%, TrxR1 substrate 11%, Vif-APOBEC3F blk -6%, RGS4 inhibitor -47%, Glioma ERSR ind -1%, TrxR1 inh inconclusive, Vif-A3G inh -1% and LDHA block -9.

A portion of the library, so the mix of outcomes need not match the whole.
